# RPL19A-GFP yeast: yeast TOR pathway RPL19A-GFP modulation. S. cerevisiae RPL19A-GFP strain, flow cytometry, 3 h; active compounds read low. percent response vs DMSO, % at 10 µM. actives 0.3% (n = 330,000);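 active = percent response vs DMSO below 50%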;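 also: median channel GFP fluorescence of the barcoded RPL19A-GFP strain; ratio of sample median GFP to plate DMSO average so 100% = DMSO; lower means less RPL19A-GFP as with rapamycin TOR inhibition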
# Yeast superoxide: caloric restriction mimetics inhibiting age-related superoxide in yeast; S. cerevisiae aged cells, superoxide DHE fluorescence; active compounds read low; superoxide response (% of plate mean), % at 10 µM; actives 0.18% (n = 330,000); AID 2690;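 active = superoxide response under a set limit, about three screen SD below normal, cut at about 65% in these data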;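 also: yeast aged for seven days with compound at 30 °C before DHE staining; 100% = average MFI of all compound-treated wells on the plate with controls excluded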
# MEP2-GFP yeast: modulators of TOR pathway MEP2-GFP in S. cerevisiae; S. cerevisiae MEP2-GFP strain, flow cytometry GFP, 3 h; 100% = DMSO control level; GFP response vs DMSO, % at 10 µM; actives 0.51% (n = 330,000); AID 2016;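 active = GFP response versus DMSO above a set limit, roughly screen mean plus 3 SD, cut at about 180% in these data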;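 also: median GFP fluorescence of the barcode-gated MEP2-GFP cells per well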
# LAP4 TOR yeast: alters LAP4-GFP fluorescence in TOR pathway yeast screen | S. cerevisiae LAP4-GFP multiplex, flow cytometry GFP, 3 h; median GFP as percent of DMSO wells | GFP response vs DMSO, % at 10 µM | actives 0.34% (n = 320,000);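 active = GFP response vs DMSO above a set limit, about the screen mean plus 3 SD, cut at about 150% in these data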
# procasp3 activ: activators of human procaspase-3; P42574; recombinant procaspase-3 D3A, Ac-DEVD-pNA absorbance 405 nm; activation, % at 8.5 µM; actives 0.11% (n = 330,000);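 active = activation above the mean of all tested compounds plus 3 SD, cut at about 21% in these data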;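 also: 0% = DMSO alone and 100% = DMSO wells spiked with extra 5 µM PC-3 D3A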
# Target sequence (P42574 whole entry D9A/D28A/D175A): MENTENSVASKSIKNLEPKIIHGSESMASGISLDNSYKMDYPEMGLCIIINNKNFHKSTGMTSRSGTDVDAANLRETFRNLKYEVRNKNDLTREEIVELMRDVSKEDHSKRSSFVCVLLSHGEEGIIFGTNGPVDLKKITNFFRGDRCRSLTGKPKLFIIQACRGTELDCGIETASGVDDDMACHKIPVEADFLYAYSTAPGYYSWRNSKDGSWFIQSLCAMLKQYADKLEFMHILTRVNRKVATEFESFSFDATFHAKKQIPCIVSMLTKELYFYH
#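 Assay system: Autoprocessing-dead procaspase-3 D3A mutant enzyme; also added: Ac-DEVD-pNA; doses: one concentration, 8.5 µM nominal, 0.8% DMSO; times: 1 h compound preincubation, 2 h substrate hydrolysis at 25 °C; technique: 405 nm absorbance of p-nitroaniline, reads at 0 and 120 min; measure: % activation between DMSO and enzyme-spiked controls; repeats: single replicate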
# proCasp7 act: counter-screen: procaspase-7 (human) activation; P55210; recombinant procaspase-7, Ac-DEVD-pNA absorbance 405 nm; D23A/D198A/D206A triple mutant, cannot self-cleave; scale: DMSO 0, 5 µM enzyme 100; activation, % at 8.5 µM; actives 0.093% (n = 330,000); AID 463210;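 active = percent activation above the screen-wide mean plus 3 SD, cut at about 25% in these data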
# Target sequence (P55210 whole entry D23A/D198A/D206A): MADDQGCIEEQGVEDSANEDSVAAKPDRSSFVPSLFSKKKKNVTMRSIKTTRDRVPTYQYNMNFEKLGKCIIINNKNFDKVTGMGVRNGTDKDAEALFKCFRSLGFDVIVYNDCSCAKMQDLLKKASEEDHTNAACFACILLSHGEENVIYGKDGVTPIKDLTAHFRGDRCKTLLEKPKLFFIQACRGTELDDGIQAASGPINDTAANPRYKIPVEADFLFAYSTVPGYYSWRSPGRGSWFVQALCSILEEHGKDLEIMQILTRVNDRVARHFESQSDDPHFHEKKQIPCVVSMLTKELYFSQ
#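 Assay system: Uncleavable procaspase-7 mutant enzyme / Input: 2 µM procaspase-7 mutant as dispensed / Dosing: single nominal 8.5 µM compound dose, 0.8% DMSO final / Timing: 1 h enzyme–compound preincubation and 2 h substrate reaction, both 25 °C / Detection: p-Nitroaniline absorbance at 405 nm, read at 0 and 120 min / Replication: singlicate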
# AHR activator: human AHR activation. P35869. AHR-responsive luciferase reporter cells, luminescence. activation, % at 5 µM. actives 2.5% (n = 320,000); in the data active = activation above about 47%;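 also: 0% = vehicle wells and 100% = reference agonist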
# GASC-1 inh: inhibitors of human GASC-1 (JMJD2C) demethylase | actives 0.069% (n = 330,000) | GST-JMJD2C(1-420) H3K9me3 demethylation, DELFIA europium | inhibition, % at 2.35 µM | AID 2099;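 active = more than half of a compound's replicate wells show inhibition beyond 50%, single wells judged on their own value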;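 also: signal counts dimethyl H3K9 product captured on neutravidin plate; 0% = median of DMSO wells and 100% = 0.3 times that DMSO median; strong numbers were not always called active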
# Target sequence (Q9H3R0 1-420 limits assumed): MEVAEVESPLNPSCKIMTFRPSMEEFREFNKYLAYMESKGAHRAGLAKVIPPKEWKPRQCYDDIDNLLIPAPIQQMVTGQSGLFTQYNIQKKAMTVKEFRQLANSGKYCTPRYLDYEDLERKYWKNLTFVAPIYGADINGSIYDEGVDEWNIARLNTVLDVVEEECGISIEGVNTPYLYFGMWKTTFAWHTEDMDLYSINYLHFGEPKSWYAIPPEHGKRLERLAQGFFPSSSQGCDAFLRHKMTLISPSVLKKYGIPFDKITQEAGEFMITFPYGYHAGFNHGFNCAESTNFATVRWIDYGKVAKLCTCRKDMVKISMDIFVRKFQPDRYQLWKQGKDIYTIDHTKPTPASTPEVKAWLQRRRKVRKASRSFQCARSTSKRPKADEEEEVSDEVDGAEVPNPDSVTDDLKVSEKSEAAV
# * hit, by the source's call; . = not tested or not shown; & = joins results of further samples; [ ] = remark or other dose.
SMILES,RPL19A-GFP yeast,Yeast superoxide,MEP2-GFP yeast,LAP4 TOR yeast,procasp3 activ,proCasp7 act,AHR activator,GASC-1 inh
Cc1ccc(C)c(S(=O)(=O)Nc2ccc(O)c(Sc3ncn[nH]3)c2)c1,100,95,104,98,1,-9,1,0
Cc1ccc(Cn2nnc3c(=O)[nH]c(C4CCN(S(=O)(=O)c5ccccc5)CC4)nc32)cc1,103,85,101,96,-4,-7,-1,-8
CC(Oc1ccc(Cl)cc1)C(=O)Nc1ccc(S(=O)(=O)N2CCOCC2)cc1 (stereo unspecified),58[may fluoresce violet],98,275*[may fluoresce violet],93[may fluoresce violet],1,-7,0,1
Clc1ss/c(=N\c2ccccn2)c1Cl,95,124,100,93,-9,-18,10,-11
COc1ccccc1/C=N/NC(=O)c1nnn(-c2nonc2N)c1CSC1=NCCS1,99,126,99,104,1,-4,3,-3
COc1ccc(OC)c(C(C(=O)NCc2ccco2)N(C(=O)Cn2nnc3ccccc32)C(C)C)c1 (stereo unspecified),101,93,105,108,5,8,-1,-5&-4
O=c1[nH]c(NCc2ccccc2)nc2c1CCC2,97,97,99,100,1,3,6,5
CCOc1ccc(NC(=O)c2ccc(NS(=O)(=O)c3cccs3)cc2)cc1,103,96,107,100,-2,3,9,17
O=C(O)CSc1nc2ccccc2n1-c1ccccc1,102,106,97,99,-1,0,1,-6
Cn1c(=O)cc(Nc2ccccc2)c2c(=O)n(-c3ccccc3)c(=O)n(-c3ccccc3)c21,101,112,104,116,3,6,-1,0
CCc1nnc(NC(=O)CN2CCN(S(C)(=O)=O)CC2)s1,112,116,99,73,10,7,2,-2
O=C(CSc1nc2ncccc2[nH]1)c1ccc(F)cc1,94,92,98,102,6,-10,5,28
CC(C)CNC(C(=O)Nc1ccc([N+](=O)[O-])cc1Br)c1ccccc1 (stereo unspecified),106,100,103,96,8,9,-4,1
CCOc1ccc(C2Nc3ccccc3C(CC)(CC)O2)cc1 (stereo unspecified),91,121,82,73,-4,-6,4,-1
CCCN(CC(=O)Nc1c(C)cccc1CC)C(=O)SCC,95,113,100,96,-6,5,1,-2
CS(=O)(=O)c1ccc(Cl)c(C(=O)NCC2CCCCC2)c1,106,98,103,95,-3,9,1,10
CC(C)c1nc(CNC(=O)CC2C(=O)NCCN2Cc2cccc(F)c2F)cs1 (stereo unspecified),103[may fluoresce green],109,106[may fluoresce green],93[may fluoresce green],-5,1,0,-3
CCCC(c1nnnn1CCOC)N1CCN(c2nc3ccccc3s2)CC1 (stereo unspecified),96,113,97,95,-9,5,2,9
O=c1c2ccccc2nc(/C=C/c2cccc([N+](=O)[O-])c2)n1CCO,108,94,101,92,-10,8,106*,-4
O=C1CN(C(=O)c2ccccc2F)C(c2ccc(F)cc2)c2cc(F)ccc2N1 (stereo unspecified),103,122,100,93,2,-4,2,-5
CCCC(=O)Nc1ccc(C(=O)COC(=O)C2CC2C)cc1 (stereo unspecified),95,110,99,99,5,1,0,-8
COc1ccc(C(=O)OCC(=O)NC2CCCC2)c(OC)c1OC,101,88,101,90,-3,1,1,7
O=P(c1ccccc1)(c1ccccc1)c1ccc(O)cc1,104,98,110,96,4,1,-1,12
Cc1cc(C)c2c3c(sc2n1)C1(CCSCC1)C(C#N)=C(N)O3,92,105,97,90,-2,-10,21,.
COc1ccc(CSc2nnnn2-c2ccc(O)cc2)cc1F,105,103,101,113,7,-3,3,20
CCc1nnc(NS(=O)(=O)c2ccc(NC(=O)/C=C/c3ccc(OC)cc3OC)cc2)s1,113,105,109,100,-1,8,3,-10
COc1ccc(N2C(=O)CCC(C(=O)NCc3cccnc3)C2c2ccc(OC)c(OC)c2)cc1 (stereo unspecified),98,106,100,.,12,-1,-2,11
O=C(NNS(=O)(=O)c1ccc(F)cc1)c1ccc([N+](=O)[O-])cc1Cl,105,99,107,96,0,7,-1,-17
CN(C)c1oc(-c2ccc(OCc3ccc(Cl)cc3)cc2)nc1C#N,92,87,90,93,1,6,-2,-11
CCOC(=O)c1nnsc1N,109,98,103,.,13,8,-2,3
CC(=O)Nc1ccc(/C=N/NS(=O)(=O)c2cc(C)ccc2C)cc1,98,96,97,99,0,-1,0,-2
CCOc1cc(N2CCOCC2)c(OCC)cc1NC(=O)COc1ccc2ccc(=O)oc2c1,100,98,111,103,-6,7,2,2
CC(=O)c1c(C)[nH]c(C(=O)NCc2ccccc2)c1C,103,101,107,100,0,7,5,4
Cc1cccc(CCNC(=O)CC2C(=O)NCCN2Cc2ccc(F)c(F)c2)n1 (stereo unspecified),97,100,102,105,-5,2,-1,7
CCNc1ccc(C(=O)O)cc1N,101,82,81,98,3,2,-5,-1
CCN(C(=O)c1cccc(S(=O)(=O)N(C)C)c1)C12CC3CC(CC(C3)C1)C2,105,105,90,93,1,-8,-2,20
COc1ccc(S(=O)(=O)Nc2nc3ccccc3s2)cc1OC,101,92,114,101,7,7,19,5
CCOC(=O)CSc1nc(=O)n2cc(C)ccc2n1,100,116,101,95,2,1,6,-2
N#Cc1ccc(CSc2nnc(-c3ccccn3)n2-c2ccc(Cl)cc2)cc1,100,106,99,99,-5,2,4,-9
CCOC(=O)N1CCc2c(sc3c2c(=O)n(Cc2ccccc2)c(=O)n3Cc2ccccc2F)C1,97,102,111,105,5,-5,0,1

# Four compounds from above, ordered by length of the SMILES, low to high:
SMILES,RPL19A-GFP yeast,Yeast superoxide,MEP2-GFP yeast,LAP4 TOR yeast,procasp3 activ,proCasp7 act,AHR activator,GASC-1 inh
COc1ccc(S(=O)(=O)Nc2nc3ccccc3s2)cc1OC,101,92,114,101,7,7,19,5
Cc1cc(C)c2c3c(sc2n1)C1(CCSCC1)C(C#N)=C(N)O3,92,105,97,90,-2,-10,21,.
CCOc1ccc(NC(=O)c2ccc(NS(=O)(=O)c3cccs3)cc2)cc1,103,96,107,100,-2,3,9,17
CCOc1cc(N2CCOCC2)c(OCC)cc1NC(=O)COc1ccc2ccc(=O)oc2c1,100,98,111,103,-6,7,2,2

# Continued.
SMILES,RPL19A-GFP yeast,Yeast superoxide,MEP2-GFP yeast,LAP4 TOR yeast,procasp3 activ,proCasp7 act,AHR activator,GASC-1 inh
CN(C)S(=O)(=O)c1ccc(N=Cc2c(C(F)(F)F)[nH]n(C)c2=O)cc1,107,107,106,92,1,3,0,5
CN(C)c1ccc(/C=C/c2nc3ccccc3c(=O)[nH]2)cc1,104,106,131,100,6,-21,1,4
O=C(Nc1ccccc1)c1ccc2snnc2c1,101,113,109,121,-5,-5,63*,-5
CC1CC(C)CN(C(=O)c2cc3ccccc3o2)C1 (stereo unspecified),103,77,110,109,-6,13,58*,-1
COc1ccccc1-c1cc(C(F)(F)F)nc(N2CCCC2)n1,101,95,102,99,-2,-7,6,-9
CCOC(=O)N1CCN(C(=O)C2CCN(c3ncnc4c3sc3cccc(F)c34)CC2)CC1,99,107,105,108,3,0,15,14
O=C(CSc1nnc(NC(=O)C2CC2)s1)NCc1ccc(F)cc1,101,96,97,102,-9,-6,-1,3
COCCCN(C(=O)C(C)Oc1ccc(Br)cc1)c1c(N)n(Cc2ccccc2)c(=O)[nH]c1=O (stereo unspecified),102,110,112,104,-2,3,2,-6
Cc1ccc(NC(=O)C2CCN(c3ncnc4sc(C)c(C)c34)CC2)cc1S(=O)(=O)N(C)C,96,90,106,98,3,12,-3,6
COc1ccc(C(=O)N2CCc3ccccc32)cc1S(=O)(=O)N1CCOCC1,92,89,92,91,-1,-2,24,-2
CN(c1ccccc1)C(c1ccc(F)cc1)c1nnnn1C1CCCC1 (stereo unspecified),103,97,102,81,-2,0,-2,-6
Cc1cc2c(Nc3ccc(O)cc3)ncnc2s1,102,98,103,102,.,.,.,-22
CC1(C)Oc2ccc(C(=O)N3CCOCC3)cc2N(CC(=O)N2CCOCC2)C1=O,102,102,100,92,-4,-4,7,-61
O=S(=O)(c1cccc2nsnc12)N1CCN(c2ccccc2F)CC1,88,94,97,122,11,-4,0,27
CC1(C)CC(=O)c2sc(NS(=O)(=O)c3ccc([N+](=O)[O-])cc3)nc2C1,101,119,101,101,1,4,0,3
Cc1ccc(S(=O)(=O)NCCc2cccs2)cc1,94,106,93,106,7,6,0,11
Cc1c(C(=O)OCC(=O)NCc2ccccc2)oc2ccccc12,101,119,105,115,14,10,2,-7
CCOC(=O)[C@H]1[C@H]2COc3ccc(C)cc3[C@@H]2N2C(=O)CN(CC3CCCO3)C(=O)[C@@]12C (stereo partly specified),92,84,92,88,6,11,-3,4
NC(=O)c1cccnc1Nc1cccc([N+](=O)[O-])c1,100,90,105,110,1,-1,9,11
COc1ccccc1OCC(=O)NCc1cccs1,92,106,104,100,-1,4,35,1
O=C(O)CCC1c2cc3c4cc2OC2Oc5cc6c(cc51)C(CCC(=O)O)c1cc5c7cc1OC(O6)c1cc6cc(c1)Oc1cc(cc(C(=O)O)c1)Oc1cc8cc(c1)C(Oc1cc(c(cc1C5CCC(=O)O)C3CCC(=O)O)OC(O4)c1cc(cc(c1)Oc1cc(cc(C(=O)O)c1)O8)Oc1cc(cc(C(=O)O)c1)Oc1cc(cc2c1)Oc1cc(cc(C(=O)O)c1)O6)O7 (stereo unspecified),93,106,85,105,4,3,4,101*
CN(c1ccc(C(=O)NCc2cccnc2)cc1)S(C)(=O)=O,104,90,109,102,5,-8,7,.
COc1ccc(N2CCN(CC(=O)Nc3ccc(C)c(C)c3)CC2)cc1,98,103,99,103,-1,-8,0,1
Clc1cccc(-c2nnc3n2CCCCC3)c1,98,107,95,94,-16,-9,-2,4
COc1cc(/C=N/NC(N)=O)ccc1OCC(=O)N1C(C)CCCC1C (stereo unspecified),97,102,84,82,-5,2,2,2
CC(C)C(=O)Nc1ncc(Cc2cccc(Cl)c2)s1,102,93,104,115,1,0,0,-22
Cc1[nH]c(C)c(S(=O)(=O)NCc2ccc(N(C)C)cc2)c1C(=O)N1CCCC1,100,90,103,94,8,5,10,2
COc1ccc(/C(=C/Nc2cccc(Br)c2)C(C)=O)cc1OC,104,100,104,109,0,-1,5,-5
CC(C)CCN1CCN(Cc2ccc3nsnc3c2)CC1CCO (stereo unspecified),108,96,104,100,5,15,-1,0
Cc1ccc(C2(C(F)(F)F)N=C3Sc4cc(C)ccc4N3C(=O)N2)cc1 (stereo unspecified),97,98,97,95,-4,15,7,51
COc1ccc(C)cc1S(=O)(=O)N1CCOCC1,95,92,94,105,3,0,-1,5
CC(C)c1cc(C(=O)N2CCCC(C(=O)c3ccc4ccccc4c3)C2)on1 (stereo unspecified),96,102,92,99,-7,7,1,-8
CC1CCN(C(=S)c2ccc(O)cc2)CC1,101,90,101,105,-1,6,-2,-2
CCS(=O)(=O)c1ccc(O)c(NC(=O)CC2(CC(=O)O)CCCC2)c1,95,97,97,109,7,7,0,1
Cc1cccc(C(=O)NC2CCN(CC(=O)Nc3ccc4c(c3)OCO4)CC2)c1,101,90,104,89,3,7,7,-13
O=C(CCC(=O)Nc1ccccc1)NNS(=O)(=O)c1ccccc1[N+](=O)[O-],99,104,107,100,5,-4,0,3

# Screening results: PubChem BioAssay, several laboratories
